# Source: PubChem BioAssay
# GAA glycogen: GAA glycogen-cleavage inhibition or activation; AID 2100; actives 0.38% (n = 300,000); recombinant GAA, glycogen substrate, Amplex Red glucose oxidase fluorescence; Potency, µM (doses to about 76.4 µM), inactives show at the highest dose activity change, negative = inhibition, usual class: inhibitors;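 note: 0% = full enzyme reaction and -100% = no-enzyme basal signal; the screen sought inhibitors and activators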
#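 Recombinant human enzyme (4 nM); glycogen substrate; 37 C, 40 min, pH 5.0. Readout: coupled glucose oxidase/Amplex Red fluorescence.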
# Tau FP inhib: inhibitors of human tau fibril formation. Potency, µM (highest dose often 57.7 µM), for the others: at the highest dose activity, negative = inhibition, most hits filed as inhibitors. AID 1468. actives 0.39% (n = 280,000). P10636. K18 P301L tau heparin fibrillization, Alexa594 FP, 6 h; note: % is set by controls: 0 for no effect and ±100 for the full control effect; nearly all actives have a fitted effect of over 55% in size
# Target sequence (P10636 561-689 P618L limits assumed): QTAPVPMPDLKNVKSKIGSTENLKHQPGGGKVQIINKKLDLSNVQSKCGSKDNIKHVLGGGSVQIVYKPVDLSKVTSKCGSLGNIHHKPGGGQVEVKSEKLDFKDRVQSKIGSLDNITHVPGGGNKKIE
#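 Human K18 P301L fragment (15 uM unlabeled plus 0.24 uM Alexa 594-labeled) in 100 mM sodium acetate pH 7 with compound, aggregation induced by 20 uM heparin for 6 hr at 37 C. ThT (30 uM) added for 1 hr, then Alexa 594 FP read.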
# Tau ThT inhib: blocks human tau fibril formation measured by thioflavin T; recombinant tau K18 P301L, heparin-induced fibrillization, ThT fluorescence; Potency, µM (titrated, usually from 57.4 µM), for the others: top-dose activity, negative = inhibition, usual class: inhibitors; actives 2.1% (n = 270,000); AID 1460; note: % is set by controls: 0 for no effect and ±100 for the full control effect; nearly all actives have a fitted effect of over 55% in size
#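 Heparin-induced fibrillization of the P301L-mutant K18 repeat-domain fragment of human tau was followed by ThT binding in quantitative high-throughput format.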
# aGal spleen mod: inhibits or activates alpha-galactosidase in human spleen homogenate | actives 0.008% (n = 240,000) | AID 2107 | Potency, µM (doses to about 80 µM), inactives show at the top dose activity change, negative = inhibition, hits mostly inhibitors | human spleen homogenate, 4MU-alpha-Gal fluorescence, 40 min | P06280;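 note: 0% = enzyme with vehicle and -100% = no enzyme basal signal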
# Target sequence (P06280 32-429 limits assumed): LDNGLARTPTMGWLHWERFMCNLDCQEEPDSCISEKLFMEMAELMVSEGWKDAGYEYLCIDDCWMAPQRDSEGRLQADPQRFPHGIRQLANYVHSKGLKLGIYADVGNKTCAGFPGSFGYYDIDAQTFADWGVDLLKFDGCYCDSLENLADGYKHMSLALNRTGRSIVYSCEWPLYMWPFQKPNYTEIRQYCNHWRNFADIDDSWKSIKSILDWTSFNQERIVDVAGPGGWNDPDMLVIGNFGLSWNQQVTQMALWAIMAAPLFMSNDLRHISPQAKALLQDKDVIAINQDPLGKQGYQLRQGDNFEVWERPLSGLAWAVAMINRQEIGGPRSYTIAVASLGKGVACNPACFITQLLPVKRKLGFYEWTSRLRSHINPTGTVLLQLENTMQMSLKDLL
#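 Spleen homogenate 1 ug + cpd (titration) + 4-MU-alpha-D-galactopyranoside 1 mM; 37C 40 min; 50 mM citrate/phosphate pH 5.0, 0.01% Tween-20; stop pH 10; fluorescence 365/440; AC50 via Hill.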
# HTT ATP protect: Huntington cell model cytoprotection by ATP luminescence | PC12 HTT-Q103 induced, cytoprotection, ATP luminescence, 40 h | Potency, µM (top dose mostly 56.4 µM), for the others: cytoprotection (ATP increase), most hits filed as activators | actives 0.14% (n = 230,000) | AID 1471;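 note: % of control where 0% means no effect; nearly all actives have a fitted effect of over 45% in size; toxic huntingtin expression switched on by the ecdysone agonist tebufenozide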
#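 ATP quantification (ATPlite) reports survival of PC12 cells in which tebufenozide, 100 nM final, switches on Htt exon 1 with 103 glutamines linked to GFP; compounds are titrated.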
# Tau fluor cs: counter-screen for tau fibril formation inhibitors; Potency, µM (highest dose often 57.7 µM), inactives show at the top dose activity change, negative = decrease; tau K18 P301L (four-repeat tau fragment) Alexa594 fluorescence, heparin fibrillization; actives 0.93% (n = 280,000); note: % is set by controls: 0 for no effect and ±100 for the full control effect; nearly all actives have a fitted effect of over 55% in size
#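 Human K18 P301L tau (15 uM unlabeled plus 0.24 uM Alexa 594-labeled, final) in 100 mM sodium acetate pH 7 was mixed with compound and 20 uM heparin and incubated 6 hr at 37 C.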
# GAA inhib: alpha-glucosidase (human) inhibition; P10253; Potency, µM (series often up to 76.9 µM), for the others: at the top dose activity change, negative = inhibition, actives largely listed as inhibitors; purified human GAA, 4-MU-alpha-glucoside fluorescence; actives 0.005% (n = 200,000);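 note: plate controls were uninhibited enzyme wells for no effect and no-enzyme background for full effect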
#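 Endpoint fluorogenic read: 20 min room-temperature reaction of 4 nM human alpha-glucosidase with 400 uM 4-methylumbelliferyl-alpha-D-pyranoside, pH 5.0, quenched with 1M NaOH/1M glycine pH 10. AC50 from Hill modeling.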
# GAA spleen mod: lysosomal alpha-glucosidase (human) modulation; actives 0.006% (n = 240,000); P10253; human spleen homogenate, 4-MU-alpha-glucoside fluorescence; Potency, µM (highest dose often 79.9 µM), without a hit: at the top dose activity change, negative = inhibition, actives largely listed as inhibitors;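 note: 0% = enzyme with vehicle and -100% = no enzyme basal signal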
#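 Enzyme source: human spleen homogenate, 1 ug/well. Buffer 50 mM citric acid/K phosphate pH 5.0, 0.01% Tween-20. 4-MU-alpha-glucoside 1 mM; 37 C x 40 min; NaOH/glycine stop; fluorescence.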
# Starred values were filed as active, the others as inactive; u = inconclusive; x = not tested or not shown; & = joins results of further samples; [ ] = remark or other dose. Calls come from the whole dose curve; as a rule, active = well fitted curve in the direction sought with a large enough effect; inconclusive = small, poorly fitted or top-dose-only effect, or another doubt; inactive = no such curve, though single readings can be large; an effect the other way counts as inactive or inconclusive. Potency is the fitted concentration of half-maximal effect.
structure	GAA glycogen	Tau FP inhib	Tau ThT inhib	aGal spleen mod	HTT ATP protect	Tau fluor cs	GAA inhib	GAA spleen mod
CCC1=C(OC(=O)N(CC)CC)N2C(=O)OC(=NCC3CC3)[C@]2(C)[C@H]2C1=CC[C@H]1C(=O)N(CC(=O)OC)C(=O)[C@H]12	6.5%	4.6%&-11.7%	-12.6%&-2.4%	-4.6%&9.3%	-18.2%	-13.6%&-4.9%	x	-4.3%&-0.9%
Cn1cccc1/C=N\NC(=O)Cc1ccc(Br)c2ccccc12	4.8%	u	-6.3%	-3.5%	2.9%	u	2.3%	1.2%
COC(=O)C(C(=O)OC)N1C(=O)CCC1=O	4.6%	10.5%	3.8%	1.0%	6.9%[1.9 µM]	6.8%	-3.0%	3.2%
O=C(Nc1ccccc1C(=O)O)c1ccc(Br)o1	-4.7%	-11.2%	6.2%	-3.9%	-20.2%	-1.2%	-3.4%	-9.3%
CCOc1cc(CNc2ccc3c(c2)OCCO3)cc(Br)c1OC	-14.7%	u	-14.0%	0.9%	-70.2%[inhibitor][10 µM]	u	11.9%	-1.6%
Cc1cc(C)c2c(n1)nn1c(N3CCN(c4ccccn4)CC3)cc(C)nc21	5.1%	-2.0%	u	9.8%	1.4%	3.7%	1.0%	6.7%
Cn1ncc(Br)c1C(=O)N1CCOCC1	-2.7%	0.3%	8.5%	0.9%	x	3.9%	-10.0%	5.6%
O=C(NCCOc1ccccc1)O[C@@H]1C(=O)c2cc(Br)ccc2O[C@H]1c1ccc2c(c1)OCO2	x	u	-6.9%	-10.6%	-18.3%	u	x	-3.6%
O=C(C1CCCO1)N1CCN(Cc2nc3ccccc3c(=O)[nH]2)CC1 (configuration not stated)	6.6%	-2.7%	2.3%	4.1%	3.2%	14.9%	-0.1%	-1.3%
CN(Cc1ccccc1)C(=O)c1oc(=O)c2ccccc2c1-c1ccccc1	-4.7%	-5.2%	-12.4%	-0.5%	-21.9%[10 µM]	-6.7%	-8.1%	7.0%
O=c1c2c(nc3nc(NCc4ccc(Cl)cc4)[nH]n13)CCC2	1.6%	3.0%	-3.8%	1.1%	-1.6%	2.8%	6.0%	-0.7%
CCNC(=S)SCCOc1ccccc1C	-15.4%	-14.7%	u	-18.8%	-5.0%[10 µM]	-25.7%	u	-17.3%
CN(NC(=O)C(C)(C)C)c1nc(-c2ccccc2)nnc1C(F)(F)F	-0.8%	4.8%	0.2%	6.7%	1.5%	4.2%	1.1%	-0.9%
COc1cc2c(cc1OC)-c1cc(Nc3ccccc3)nc(=O)n1CC2	1.6%	2.3%	x	11.7%	-1.8%[10 µM]	2.7%	x	-0.4%
FC(F)(F)c1cc(-c2cccs2)nc2ncnn12	11.6%	-1.6%	-5.5%	-2.9%	18.5%[10 µM]	-4.4%	u	-0.7%
CC(C)C(C)(C#N)NC(=O)CSc1nc(C2CCCCC2)n(-c2ccccc2)n1 (configuration not stated)	-3.8%	-0.3%	5.6%	-4.0%	24.4%[10 µM]	5.0%	u	-3.6%
COc1ccc(C2CC(c3ccccc3)n3nnnc3N2)cc1 (configuration not stated)	-1.2%	-4.7%	-11.0%	5.2%	4.9%	-5.6%	3.6%	-0.7%
CCCCCN1C(C(=O)c2ccccc2)=C(NC(=O)c2ccc(C)cc2)c2ccccc2S1(=O)=O	2.7%[76.3 µM]	2.6%	-6.2%	x	x	-19.7%	x	x
CC(C)N1CCC(N2CCN(Cc3nc4ccccc4s3)CC2CCO)CC1 (configuration not stated)	-5.4%	4.4%	0.8%	8.0%	0.5%[10 µM]	10.3%	x	-0.9%
COC(=O)C1C(=O)C(C(=O)/C=C/c2ccccc2)C(=O)CC1(C)C (configuration not stated)	2.9%	1.4%	-7.4%	1.4%	u	-5.0%	2.0%	-2.3%
CCC(C)(C)n1nnnc1C(c1cc2cc(C)cc(C)c2[nH]c1=O)N1CCCC1 (configuration not stated)	-2.5%	-4.8%	u	5.1%	-7.7%[10 µM]	-21.5%	1.6%	-2.0%
COCCNC(=O)C1CCN(C(=O)c2cc3sccc3n2Cc2ccc(Cl)cc2)CC1	-1.8%[76.3 µM]	-2.1%	-16.5%	x	x	-29.5%	x	x
O=C1c2ccccc2S(=O)(=O)N1Cc1cc(=O)n2ccsc2n1	6.7%	3.7%	-6.2%	-1.5%	-10.7%[10 µM]	-8.6%	-2.1%	-2.6%
CCCC(=O)Nc1ccc(NC(=O)c2ccccn2)cn1	-11.7%	9.7%	-10.3%	3.4%	-12.2%	2.8%	-8.0%	3.3%
CCC(C)NC(=S)NNC(=O)c1ccc(C(C)(C)C)cc1 (configuration not stated)	u	0.4%	-3.0%	5.5%	11.3%[10 µM]	-3.3%	1.2%	-2.0%
CC1(C)CC(=O)C(C=NCc2ccc3c(c2)OCO3)=C(O)C1	-2.8%	-1.2%	-2.2%	-7.1%	21.7%[1.9 µM]	3.6%	-6.6%	0.5%
O=C1C2C3C=CC(C3)C2C(=O)N1CCC(=O)N1CCc2ccccc21 (configuration not stated)	0.6%	5.1%	2.8%	1.2%	2.1%[10 µM]	7.5%	1.7%	-2.2%
CCCCC1C(C#N)=C(C)NC2=C1C(=O)CC(C)(C)C2 (configuration not stated)	4.8%	-2.3%	-3.9%	29.0%	5.2%	-12.1%	u	7.2%
Cc1cc(C)cc(NC(=O)CSc2cc(C(=O)c3nccn3C)c3ccccc3n2)c1	0.6%	u	-4.2%	-0.1%	x	-2.3%	7.8%	2.1%
CCOC(=O)c1cnc(SCC(C)C)nc1N	14.5%	-3.2%	-6.3%	-1.0%	-17.5%	-9.0%	8.4%	0.3%

# Entries of single compounds from above. Order of screens: GAA glycogen	Tau FP inhib	Tau ThT inhib	aGal spleen mod	HTT ATP protect	Tau fluor cs	GAA inhib	GAA spleen mod
# Record of `COC(=O)C(C(=O)OC)N1C(=O)CCC1=O` → 4.6%	10.5%	3.8%	1.0%	6.9%[1.9 µM]	6.8%	-3.0%	3.2%
# Record of `COC(=O)C1C(=O)C(C(=O)/C=C/c2ccccc2)C(=O)CC1(C)C` (configuration not stated) → 2.9%	1.4%	-7.4%	1.4%	u	-5.0%	2.0%	-2.3%
# Record of `CCCCCN1C(C(=O)c2ccccc2)=C(NC(=O)c2ccc(C)cc2)c2ccccc2S1(=O)=O` → 2.7%[76.3 µM]	2.6%	-6.2%	x	x	-19.7%	x	x
# Record of `COCCNC(=O)C1CCN(C(=O)c2cc3sccc3n2Cc2ccc(Cl)cc2)CC1` → -1.8%[76.3 µM]	-2.1%	-16.5%	x	x	-29.5%	x	x

# The results go on:
structure	GAA glycogen	Tau FP inhib	Tau ThT inhib	aGal spleen mod	HTT ATP protect	Tau fluor cs	GAA inhib	GAA spleen mod
CCOC(=O)Cc1csc(NC(=O)c2ccc(S(=O)(=O)N3CCCCC3)cc2)n1	-10.4%	1.1%	-11.2%	8.0%	-32.0%	-20.2%	-3.6%	5.0%
COc1cccc2cc(-c3nc4ccccc4o3)c(=O)oc12	4.1%	1.7%	u	-2.0%	-9.9%	-10.1%	4.0%	-6.9%
Cc1ccc(OCCn2c(Br)nc3c2c(=O)n(C)c(=O)n3C)cc1	5.4%	5.8%	-4.4%	-2.3%	22.9%[10 µM]	1.3%	-15.2%	-2.0%
CCOc1ccccc1C(=O)Nc1ccc(S(=O)(=O)N(Cc2ccccc2)c2ccccc2)cc1	3.0%[76.3 µM]	-6.7%	5.3%	x	x	9.2%	x	x
CC1(C)Cc2ccccc2-c2nnc(SCC(=O)N3CCc4ccccc43)n21	-8.2%	0.6%	8.5%	16.3%	11.4%[10 µM]	10.5%	-9.4%	5.6%
Cc1ccc(CNC(=O)CCC(=O)Nc2nnc(C3CCCCC3)s2)cc1	8.9%	-12.0%	-11.1%	-14.1%	-13.8%[10 µM]	-16.6%	x	-9.4%
CC(=O)OC1CC2C(C)(C)C(=O)CC[C@]2(C)C2CC[C@]3(C)C(=CC(=O)OC3c3ccoc3)[C@]12C (some centres not stated)	x	-8.0%	-7.9%	1.4%	x	-9.8%	x	1.1%
COC(=O)C1=C(C)N(C)C(=S)N(C)C1c1cccc(Br)c1 (configuration not stated)	11.4%	-7.8%	-11.1%	-2.1%	-13.2%	-16.3%	1.0%	-3.5%
COc1cc(NC(=O)Nc2ccc(C)cc2)cc([N+](=O)[O-])c1	9.9%	-19.8%	-19.7%	-3.0%	-12.7%[10 µM]	u	-1.9%	4.5%
CCc1ccc(NC(=O)C2CCN(c3nn4cc(-c5ccc(OC)cc5)nc4s3)CC2)cc1	-7.4%[76.3 µM]	3.1%	u	x	x	-17.5%	x	x
COc1ccc(-c2nn(CC(=O)N3CCCCC3)c(=O)c3ccccc23)cc1	11.2%	-13.2%	-0.6%	3.5%	14.2%	-5.4%	-10.0%	-0.7%
COc1ccc(C(=O)NCC(=O)OCc2ccc(F)cc2Cl)cc1OC	-5.4%	-0.1%	1.4%	2.2%	-3.8%[0.074 µM]	4.9%	-0.9%	3.5%
COc1ccccc1OCC(=O)NCCSCc1cccc(Cl)c1	5.1%	1.8%	u	9.5%	x	-15.5%	u	2.4%
CC(CCc1ccccc1)NC(=S)NC(=O)c1ccco1 (configuration not stated)	-17.0%	-15.6%	-10.2%	7.0%	-44.3%[inhibitor]	-18.5%	u	-8.9%
FC(F)(F)c1ccc(N2CCN(c3ncnc4c3nnn4Cc3ccccc3Cl)CC2)cc1	1.7%	-3.9%	-11.0%	2.2%	-8.9%[10 µM]	-8.3%	-3.0%	-2.0%
COCCCNC(=O)c1oc2c(c1C)-c1nn(Cc3cccc(Cl)c3)cc1CC2	2.3%[76.3 µM]	-0.4%	-8.9%	x	x	u	x	x
Clc1nc(NCc2ccco2)nc(N2CCCCC2)n1	3.7%	-1.0%	5.9%	-15.6%	-21.3%	5.7%	10.5%	-8.1%
O=[N+]([O-])c1ccccc1Oc1cnc2ccccc2n1	-3.2%	1.2%	-6.0%	-1.8%	-44.4%[inhibitor]	-4.7%	-0.5%	-2.8%
